Bfl-1 Bim block – disrupts Bim binding to human Bfl-1; Bead-based flow cytometry, Bim-Bfl-1 binding inhibition; inhibition, % at 10 µM; 190,000 compounds, 0.12% hits; AID 1008;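 also: 0% = wells without compound plus tracer and 100% = blocker peptide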
Bcl-2 Bim block – human Bim-Bcl-2 interaction inhibition; P10415; Bead-based flow cytometry, Bim peptide-Bcl-2 binding; inhibition, % at 10 µM; 190,000 compounds, 0.06% hits; AID 950; in the data active = inhibition above about 40%; inconclusive = no clear call, values can overlap the other calls;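 also: 0% = no compound wells with probe peptide and 100% = reference peptide inhibitor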
Bim-Bcl-B – human Bim-Bcl-B interaction inhibition. Q9HD36. bead-based flow cytometry, Bim peptide-Bcl-B binding. 190,000 compounds, 0.073% hits. inhibition, % at 10 µM;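 also: 0% = tracer peptide without compound and 100% = reference inhibitor peptide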
Target sequence (Q9HD36 whole entry, looked up): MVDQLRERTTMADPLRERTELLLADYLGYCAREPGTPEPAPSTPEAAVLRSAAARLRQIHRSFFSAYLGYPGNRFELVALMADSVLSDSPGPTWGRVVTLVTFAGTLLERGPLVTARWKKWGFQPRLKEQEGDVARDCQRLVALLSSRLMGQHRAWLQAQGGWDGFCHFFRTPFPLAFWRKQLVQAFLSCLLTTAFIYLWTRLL
ABCG2 inh – inhibitors of human ABCG2 transporter, ABCB1 counter-screen; Q9UNQ0; 190,000 compounds, 0.1% hits; inhibition, % at 6.6 µM; IgMXP3 cells, JC-1 efflux, flow cytometry;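 active = inhibition above 80%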;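 also: 0% = DMSO and 100% = nicardipine control wells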
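test system = two drug-resistant human cell lines, ABCG2 and ABCB1 | amount = 3 million cells/mL final, two lines in 1:1 ratio | reagent = JC-1 transporter substrate | doses = one concentration, 6.6 µM final | incubation = 10 min at 25 °C | signal = flow cytometric JC-1 green MFI at 530 nm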
Bim-Bcl-W – disrupts Bim peptide binding to human Bcl-W; bead-based flow cytometry; AID 952; inhibition, % at 10 µM; Q92843; 190,000 compounds, 0.02% hits;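 also: 0% = bound tracer without compound and 100% = peptide blocker; higher means less fluorescent Bim peptide bound to Bcl-W beads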
Target sequence (Q92843 whole entry, looked up): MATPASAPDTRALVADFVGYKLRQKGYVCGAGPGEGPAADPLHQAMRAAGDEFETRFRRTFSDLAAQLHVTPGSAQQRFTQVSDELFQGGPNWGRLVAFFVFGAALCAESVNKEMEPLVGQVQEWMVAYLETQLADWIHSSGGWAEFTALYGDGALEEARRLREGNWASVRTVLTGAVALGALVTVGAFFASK
ABCB1 block – blocks JC-1 efflux by human ABCB1 transporter | P08183 | CCRF-Adr cells, flow cytometry | inhibition, % at 6.6 µM | 190,000 compounds, 0.067% hits | AID 1326; in the data active = inhibition above about 40%;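 also: 0% = vehicle and 100% = reference inhibitor; higher value means more JC-1 retained so stronger ABCB1 efflux block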
Bcl-XL Bim block – human Bim-Bcl-XL interaction inhibition | Q07817 | Bim peptide-Bcl-XL binding, bead flow cytometry, fluorescence | inhibition, % at 10 µM | 190,000 compounds, 0.04% hits | AID 1007
Target sequence (Q07817 whole entry, looked up): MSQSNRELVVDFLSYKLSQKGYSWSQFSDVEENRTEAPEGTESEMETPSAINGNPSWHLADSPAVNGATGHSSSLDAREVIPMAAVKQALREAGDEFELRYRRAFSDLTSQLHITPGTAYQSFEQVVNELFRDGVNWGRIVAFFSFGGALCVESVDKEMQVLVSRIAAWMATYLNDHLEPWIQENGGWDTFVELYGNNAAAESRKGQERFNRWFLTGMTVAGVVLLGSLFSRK
Avidin fluor – compound fluoresces at 488/530 nm on avidin beads | compound fluorescence 488/530 nm, flow cytometry; stronger effect = higher value | fluorescence (KMESF) at 10 µM | 220,000 compounds, 0.38% hits; in the data active = fluorescence above about 47; also: inactives centre near 10
RGS7-Gao – human RGS7-Galphao interaction regulation | Multiplexed bead flow cytometry, RGS7-Galphao binding; actives lie on both sides | binding response (% of control), % at 10 µM | 220,000 compounds, 0.35% hits | AID 1439; in the data active = binding response below about 49% or above about 150%; inconclusive = no clear call, values can overlap the other calls; inactive = in between;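 also: fluorescent Galphao held in activated GDP-AlF4 state binding bead-coupled RGS7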
Target sequence (P09471 whole entry, looked up): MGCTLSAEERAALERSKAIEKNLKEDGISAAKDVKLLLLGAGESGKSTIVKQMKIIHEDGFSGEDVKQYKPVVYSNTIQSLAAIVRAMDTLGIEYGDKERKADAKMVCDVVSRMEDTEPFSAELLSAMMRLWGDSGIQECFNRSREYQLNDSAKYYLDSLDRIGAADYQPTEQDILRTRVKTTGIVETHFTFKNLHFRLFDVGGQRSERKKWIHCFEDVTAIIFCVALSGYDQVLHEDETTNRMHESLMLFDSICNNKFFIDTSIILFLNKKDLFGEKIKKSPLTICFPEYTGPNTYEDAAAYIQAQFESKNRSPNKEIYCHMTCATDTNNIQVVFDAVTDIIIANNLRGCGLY
GSH bead fluor – compound fluoresces at 488/530 nm on GSH beads | GSH beads flow cytometry, compound fluorescence 488/530 nm; stronger effect = higher value | fluorescence (KMESF) at 10 µM | 190,000 compounds, 0.25% hits; in the data active = fluorescence above about 89;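 also: glutathione beads carrying GST-tagged Bcl family fusion proteins plus one bare bead set; values are compound well signal with DMSO vehicle wells as background; inactives centre near 16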
RGS4-Gao reg – modulates binding of RGS4 to human Galphao. Multiplexed bead flow cytometry; actives lie on both sides. binding response (% of control), % at 10 µM. 220,000 compounds, 0.33% hits. AID 1415; in the data active = binding response below about 49% or above about 150%; inactive = in between;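 also: fluorescent Galphao activated with aluminum fluoride binding bead-coupled RGS4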
An asterisk follows results filed as active; ? = inconclusive; . = no result given. Rule as the data show it, unless noted: active = inhibition above about 40%.

molecule | Bfl-1 Bim block | Bcl-2 Bim block | Bim-Bcl-B | ABCG2 inh | Bim-Bcl-W | ABCB1 block | Bcl-XL Bim block | Avidin fluor | RGS7-Gao | GSH bead fluor | RGS4-Gao reg
COc1cccc(-n2nnc3c(=O)n(CC(=O)N4CCC(C)CC4)cnc32)c1 | 0 | 2 | -5 | 11 | -2 | 1.0 | -2 | 6 | 101 | 14 | 100
CC(=O)c1cc(F)c(N2CCN(C(=O)COc3ccccc3F)CC2)cc1C | -3 | 0 | -2 | 5 | 0 | 1.1 | -4 | 31 | 102 | 18 | 98
CCN(CC)C(=O)CSc1nc(C)cc(-c2cccs2)c1C#N | -5 | -5 | -8 | 1 | -7 | 0.8 | -2 | 8 | 110 | 4 | 109
O=C(O)c1ccc(/C=N/NC(=O)C2CC2(c2ccccc2)c2ccccc2)cc1 (stereo not given) | 2 | 0 | 2 | 9 | -1 | 0.5 | -1 | 9 | ? | 12 | 100
CC1(C)O[C@@H]2C[C@H]3[C@@H]4CCC5=CC(=O)C=C[C@]5(C)[C@@]4(F)[C@@H](O)C[C@]3(C)[C@]2(C(=O)CO)O1 | -2 | -5 | -1 | -3 | -4 | -0.1 | -2 | . | . | 18 | .
CCOC(=O)C(O)(CC(=O)c1ccc(OC)cc1)C(F)(F)F (stereo not given) | -1 | 0 | -3 | 3 | -2 | 0.9 | -2 | 14 | 91 | 13 | 92
CCNc1nc(-c2cc3ccccc3o2)cs1 | -2 | 1 | -9 | 11 | -2 | 0.4 | -5 | 5 | 98 | 10 | 99
Cn1nnc(NCc2cc(Br)ccc2OCc2cccs2)n1 | -14 | -14 | -8 | 12 | 0 | 1.9 | -4 | 16 | 104 | 31 | 109
COc1ccc(OC)c(C2SCCN2S(=O)(=O)c2cccc(C(F)(F)F)c2)c1 (stereo not given) | -10 | -11 | -8 | 1 | 0 | -3.2 | -6 | 9 | 98 | 12 | 97
CCC(=O)NC(=S)Nc1ccc(NC(=O)c2ccc([N+](=O)[O-])cc2)cc1 | 18 | 21 | 6 | 1 | 7 | 0.1 | 12 | 13 | 94 | 7 | 97
COC(=O)c1cn(NC(=O)c2ccncc2)c(=O)c2ccccc12 | -11 | -6 | -5 | 12 | 0 | 0.2 | -3 | 23 | 100 | 31 | 100
Clc1cccc(Cl)c1CSc1nnc2ccccn12 | -3 | -2 | 0 | 2 | 0 | 0.1 | -5 | 8 | 97 | 18 | 99
O=C(Oc1cccc2ccccc12)c1ccco1 | -14 | -5 | -7 | -2 | 0 | -2.0 | -9 | 6 | 103 | 34 | 104
CC(C)OP(C)(=O)CN1CCN(CP(C)(=O)OC(C)C)CC1 (stereo not given) | -1 | 0 | 0 | 0 | -4 | 0.1 | -2 | 33 | 101 | 21 | 94
Clc1cccc2c1Sc1ccccc1CC2N1CCNCC1 (stereo not given) | 0 | 2 | -4 | -2 | -2 | 1.2 | 1 | 2 | 127 | 7 | 115
N=c1ccccn1CC(O)COc1ccccc1 (stereo not given) | -12 | -4 | -7 | 4 | 0 | 0.7 | 0 | 23 | 101 | 30 | 101
CCNC(=S)N/N=C/c1ccc(F)cc1 | -4 | -3 | -7 | 22 | -1 | 1.5 | -2 | 11 | ? | 17 | 103
COc1c2c(nc3ccccc13)OC(C(C)(O)CO)C2 (stereo not given) | -1 | 2 | 2 | 2 | 1 | 0.5 | 0 | 13 | 97 | 8 | 99
O=c1oc2ccccc2c(Nc2ccc(F)cc2)c1[N+](=O)[O-] | -3 | -1 | -2 | 15 | 0 | 0.8 | -1 | 9 | 105 | 26 | 102
Cc1ccccc1NC(=O)Nc1ccccc1C(N)=O | -5 | -2 | -7 | 4 | -3 | 1.3 | -5 | 2 | 98 | 10 | 100
COc1cccc(-c2nnc(SCN3C(=O)c4ccccc4C3=O)n2C)c1 | 0 | -3 | -9 | 12 | -3 | 1.5 | -5 | 5 | 102 | 11 | 101
Cc1cc(NC(=O)COC(=O)C2CCN(S(=O)(=O)c3c(Cl)cccc3Cl)CC2)no1 | -3 | 0 | -3 | 3 | -6 | 1.4 | -13 | 35 | 97 | 18 | 96
O=C(COC(=O)c1ccc2c(c1)C(=O)N(Cc1ccncc1)C2=O)Nc1ccccc1[N+](=O)[O-] | 0 | -4 | -10 | -4 | -8 | 0.7 | -10 | 13 | 98 | 3 | 93
O=C(Cn1cc(C(F)(F)F)ccc1=O)N/N=C/c1ccc(F)cc1 | -1 | -3 | 0 | 0 | 2 | -0.1 | 1 | 13 | 103 | 8 | 101
O=[N+]([O-])c1cc(S(=O)(=O)N2CCCCC2)ccc1NCc1cccc(Cl)c1 | 0 | -2 | -3 | 35 | 1 | 1.8 | 1 | 11 | 102 | 10 | 103
Cc1c(-n2c(-c3ccccc3)nc3ccccc3c2=O)c(=O)n(-c2ccccc2)n1C | -2 | 0 | 0 | -1 | 0 | -0.6 | 0 | 8 | 105 | 15 | 108
OC(COC(c1ccc(Cl)cc1)c1ccc(Cl)cc1)CN1CCCC1 (stereo not given) | -4 | -2 | -1 | 0 | -4 | 0.2 | 0 | 8 | 93 | 10 | 90
CCc1ccccc1N=C1S/C(=C/c2ccccc2OCC(=O)N2CCOCC2)C(=O)N1C | 0 | 0 | -2 | 23 | 0 | 9.1 | -2 | 11 | 90 | 6 | 92
CN1C(=O)/C(=C2\SC(=S)N(C(CCC(=O)O)C(=O)O)C2=O)c2ccccc21 (stereo not given) | 4 | 2 | 12 | -1 | 8 | -0.5 | 6 | 13 | 118 | 28 | 103
COC(=O)c1cn(NC(=O)C2COc3ccccc3O2)c(=O)c2ccccc12 (stereo not given) | -3 | -2 | 1 | -2 | 0 | -2.8 | 1 | 11 | 95 | 20 | 95
N=c1c2c(n(Cc3ccc(Cl)cc3)c3c1CCC3)CCC2 | -10 | -1 | -3 | 1 | -1 | 0.2 | 0 | 7 | 97 | 5 | 100
Cc1cc(C(=O)CCl)c(C)n1-c1c(C)n(C)n(-c2ccccc2)c1=O | -11 | -1 | -6 | 1 | -3 | 0.6 | -1 | 5 | 94 | 17 | 97
COc1ccccc1Nc1nc(-c2ccccc2O)nc2ccccc12 | -7 | -4 | -4 | -1 | -2 | -0.6 | -2 | 9 | 99 | 9 | 99
c1ccc(-c2nnc(CN3CCCc4ccccc43)o2)cc1 | -10 | -13 | -5 | 19 | 1 | 1.6 | -4 | 10 | 99 | 14 | 101
O=C1CN2NC(=S)N(c3ccc(Cl)cc3)C2=CN1c1ccc(Cl)cc1 | 2 | -2 | -23 | 7 | 0 | 0.6 | 1 | 9 | ? | 19 | 103
Cc1sc(-c2ccncc2)nc1OC(=O)c1ccccc1 | -5 | -2 | -9 | 0 | -1 | 0.1 | -1 | 7 | 96 | 10 | 95
CCc1cccc2sc(NC(=O)c3ccc(N4C(=O)CCC4=O)cc3)nc12 | 4 | 2 | 1 | 1 | 0 | -0.1 | 0 | . | . | 17 | .
Cc1cc(NC(=O)Nc2ccccc2)n(-c2ccccc2)n1 | -2 | 0 | -3 | 2 | -3 | 0.2 | -3 | 8 | 100 | 25 | 99
Cc1nn(C)cc1-c1cc(C(=O)O)c2ccccc2n1 | -5 | -2 | -8 | 3 | -2 | 0.7 | -1 | 22 | 102 | 11 | 100
Cc1cc(Cl)ccc1OCC(=O)NCCC(=O)O | 0 | 2 | -2 | 1 | 0 | 0.3 | 0 | 21 | 99 | 11 | 99
Cc1nc2sc3c(c2c(=O)o1)CC(C)(C)OC3 | -9 | -2 | -2 | 3 | 5 | 0.2 | -6 | 8 | 108 | 5 | 106
Cc1ccc([N+](=O)[O-])cc1NC(=O)c1ccc2c(c1)OCO2 | -4 | -8 | -3 | 3 | -5 | 0.9 | -3 | 6 | 103 | 25 | 103
COc1ccc(-c2[nH]nc3c2C(c2ccsc2)C(C#N)=C(N)O3)cc1 (stereo not given) | -1 | 0 | -1 | 7 | -2 | -0.2 | -1 | 7 | 100 | 51 | 100
COc1ccc(CCNS(=O)(=O)c2cccc(C(=O)O)c2)cc1OC | -12 | 0 | -3 | . | 0 | . | 0 | 6 | 101 | 17 | 100
O=C(CN1CCN(Cc2ccc3c(c2)OCO3)CC1)c1c[nH]c2ccccc12 | 0 | 1 | -4 | 2 | 0 | 0.7 | -4 | 22 | 96 | 9 | 99
CC(C)CCN(C)C1CCN(S(=O)(=O)c2ccc(F)cc2)CC1 | -8 | -7 | -5 | 0 | 0 | 0.3 | 0 | 6 | 109 | 24 | 105
COC(=O)c1ccc(C2N=C(c3cccs3)CC(c3ccccc3O)N2)cc1 (stereo not given) | -6 | -1 | -2 | 14 | 0 | -0.3 | 0 | 10 | 108 | 11 | 100
CCn1c(CNC(=O)c2ccco2)nnc1SCC(=O)Nc1ccc(Br)cc1F | 3 | -4 | 3 | -1 | 1 | -0.3 | 1 | 23 | 101 | 15 | 101
CC(=O)Nc1ccc(C(=O)N/N=C/c2ccccc2OC(=O)c2ccc(Cl)cc2)cc1 | -1 | -3 | 4 | 0 | 0 | 0.3 | 0 | 10 | 100 | 8 | 102
COc1ccc(S(=O)(=O)N2CCOCC2)cc1NC(=O)COc1ncnc2ccccc12 | 3 | 4 | 1 | 2 | 1 | -0.2 | -2 | 1 | 100 | 6 | 98
CC(CN1CCCCCC1)C(=O)NN (stereo not given) | -4 | -2 | -2 | 5 | -1 | 7.7 | -2 | 11 | ? | 13 | 104
Cc1cc(-n2nc(C)cc2C)nc(NS(=O)(=O)c2ccccc2Cl)n1 | 0 | 0 | 3 | 1 | 1 | 0.3 | 1 | 16 | 99 | 15 | 103
O=C(CSc1ncccn1)Nc1ncc(C(F)(F)F)cc1Cl | 4 | 0 | -19 | 11 | -2 | 1.0 | -2 | 8 | 94 | 8 | 96
Cc1cccc(C2=NN(c3ccc(Br)cc3)[C@@H](C(=O)N3CCOC3=O)[C@@H]2c2ccc(F)cc2)c1 | 1 | 0 | -1 | 1 | 0 | -0.1 | -1 | 11 | 101 | 16 | 103
CCOC(=O)c1c(N)sc2c1CCC(C)C2 (stereo not given) | -4 | -6 | -13 | 5 | 3 | 0.8 | -2 | 8 | 101 | 55 | 101
O=c1[nH]ccc2c([N+](=O)[O-])cccc12 | -2 | 0 | -1 | 17 | 2 | 2.0 | 3 | 10 | 100 | 10 | 102
COc1ccc(NC(=O)C(NC(C)=O)C(=O)NCc2ccc(F)cc2)cc1 (stereo not given) | 0 | 1 | 0 | 0 | 0 | 0.2 | 0 | 16 | 101 | 21 | 103
COc1ccc(NC(=O)c2noc(C(C)C)c2[N+](=O)[O-])cc1 | -6 | -8 | -9 | 9 | 0 | 1.6 | -3 | 7 | 102 | 18 | 106

Compound activity deposited in PubChem BioAssay by NMMLSC.
